Screens (PubChem)
PNC assembly inh – perinucleolar compartment assembly inhibition | PC3M PTB-GFP, PNC prevalence imaging, 16 h; stronger effect = lower value | activity change (PNC), negative = inhibition, % at 10 µM | hit rate 3.1% among 140,000 | AID 2417;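 active = readout at or below -70, meaning at least 70% loss of cells showing the perinucleolar compartment, a nuclear body marking cancer cells; inconclusive = readout between -30 and a set limit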;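 also: plate controls were DMSO wells for no effect and camptothecin positive control wells for full effect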
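PC3M cells stably expressing PTB-GFP, 750–1000 cells/well, treated 16 h at 37 °C with compound (23 nl of library stock), in duplicate. After paraformaldehyde fixation and Hoechst stain, imaged at 20x; PNC prevalence scored by image analysis.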
IMPase inh – membrane-permeable compound that blocks inositol monophosphatase. P97697. CHO-M1 cells, IP1 accumulation, HTRF TR-FRET ratio. inhibition (IP1 accumulation), % at 46.1 µM. 120,000 tested, under 10 active; active = well fitted curve in the direction sought with a large enough effect in the signal ratio, not every such curve was filed as active; inconclusive = small, poorly fitted or top-dose-only effect, or a change in a side signal; inactive = no such curve, though single readings can be large or run the other way; the % refers to the signal ratio;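 also: cells stimulated with carbachol in lithium chloride buffer; plate controls were DMSO basal wells for no effect and reference inhibitor wells for full effect; higher means more IMPase inhibition seen as more IP1 and lower FRET ratio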
Target sequence (P97697 whole entry, looked up): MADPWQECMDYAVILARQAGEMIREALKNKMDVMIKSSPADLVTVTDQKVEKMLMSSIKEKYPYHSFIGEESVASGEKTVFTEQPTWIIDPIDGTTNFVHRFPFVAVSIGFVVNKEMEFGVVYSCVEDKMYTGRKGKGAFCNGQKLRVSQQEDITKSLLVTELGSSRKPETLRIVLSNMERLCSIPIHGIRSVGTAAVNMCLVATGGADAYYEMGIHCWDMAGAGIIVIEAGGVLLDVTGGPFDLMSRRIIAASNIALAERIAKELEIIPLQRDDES
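CHO-M1 cells (CHO stably expressing M1 receptor), compound up to 46 uM final, stimulated with carbachol (50 uM as added) in buffer with 50mM LiCl, pH 7.4, 30 min at 37C. Cytosolic IP1 read by TR-FRET; AC50 from Hill fits.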
15-hLO-2 inh – blocks human 15-lipoxygenase 2 activity | O15296 | purified 15hLO-2, xylenol orange hydroperoxide absorbance | Potency, µM (top dose mostly 57.1 µM), without a hit: at the top dose activity change, negative = inhibition, hits mostly inhibitors | hit rate 0.56% among 110,000 | AID 881; also: potency is read from the fitted curve at half-maximal effect; nearly all actives have a fitted effect of over 60% in size; many of its hits are not listed in these tables
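Enzyme 50 nM, AA 45 uM, 25 mM Hepes pH 7.5 + 0.01% Triton X-100; cpd preinc 15 min RT, rxn 90 min RT; stop/detect with 200 uM XO + 300 uM Fe(II) in 50 mM H2SO4, 30 min; A573/A405.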
12-hLO inh – 12-hLO (ALOX12) enzyme inhibition; hit rate 0.12% among 150,000; purified 12-hLO, xylenol orange hydroperoxide absorbance; P18054; Potency, µM (top dose mostly 57.1 µM), for inactives: top-dose activity change, negative = inhibition, actives largely listed as inhibitors; also: potency is read from the fitted curve at half-maximal effect; nearly all actives have a fitted effect of over 55% in size; many of its hits are not listed in these tables
Target sequence (P18054 whole entry, looked up): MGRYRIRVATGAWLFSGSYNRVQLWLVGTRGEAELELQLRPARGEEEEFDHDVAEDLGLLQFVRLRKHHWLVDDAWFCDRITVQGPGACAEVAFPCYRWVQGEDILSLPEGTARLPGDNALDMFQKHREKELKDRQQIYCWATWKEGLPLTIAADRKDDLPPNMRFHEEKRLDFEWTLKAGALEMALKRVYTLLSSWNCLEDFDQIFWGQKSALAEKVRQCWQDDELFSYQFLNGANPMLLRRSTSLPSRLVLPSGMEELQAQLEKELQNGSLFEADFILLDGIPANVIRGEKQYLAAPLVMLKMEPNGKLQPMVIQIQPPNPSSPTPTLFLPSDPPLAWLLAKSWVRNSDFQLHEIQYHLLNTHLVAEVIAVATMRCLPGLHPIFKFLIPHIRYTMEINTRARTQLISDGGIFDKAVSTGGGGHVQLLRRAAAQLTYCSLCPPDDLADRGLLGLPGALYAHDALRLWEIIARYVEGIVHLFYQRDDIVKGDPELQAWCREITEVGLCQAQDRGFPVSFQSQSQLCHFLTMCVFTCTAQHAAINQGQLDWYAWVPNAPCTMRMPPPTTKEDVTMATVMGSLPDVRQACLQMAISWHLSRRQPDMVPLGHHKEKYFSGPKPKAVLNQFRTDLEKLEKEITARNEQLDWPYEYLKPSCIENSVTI
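Purified human 12hLO (150 nM final) was preincubated with compounds for 15 min at room temperature in 25 mM Hepes pH 7.0, 0.01% Triton X-100, then reacted with 40 uM arachidonic acid for 30 min. Hydroperoxide was detected with ferrous iron/xylenol orange.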
The depositor's hits bear a star; ? = inconclusive; / = not tested or not shown; [ ] = remark or other dose. Unless noted, calls follow the shape of the dose curve; as a rule, active = well fitted curve in the direction sought with a large enough effect; inconclusive = small, poorly fitted or top-dose-only effect, or another doubt; inactive = no such curve, though single readings can be large; an effect the other way counts as inactive or inconclusive. Unless noted, % is scaled to controls: 0 for no effect and ±100 for the full control effect. An excerpt. The share of hits here may be higher or lower than overall.

1: O=C(CN1C(=O)CCS(=O)(=O)c2ccccc21)NCc1ccc2c(c1)OCO2
2: Cc1cccc(N2CCN(C(=O)c3ccc(N4CCCC4=O)cc3)CC2)c1C
3: Oc1ccc2cccnc2c1
4: O=C(Nc1nnc(SCc2ccccc2F)s1)c1ccco1
5: CC(C)(C)c1ccc(/C=N/OCC(=O)NCc2ccccc2)cc1
6: CCc1cc2c3c(c1)/C(=C1/SC(N)=NC1=O)C(=O)N3C(C)(C)C=C2C
7: COc1cccc(NC(=S)NNC(=O)Cn2nc(C(F)(F)F)cc2C)c1
8: Cc1cccc(-n2ncc(C#N)c2-n2cccc2)c1

entry no.	1	2	3	4	5	6	7	8
PNC assembly inh	23	?	-30	?	-12	20	33	11
IMPase inh	6	7	-7	1	/	7	/	3
15-hLO-2 inh	-9%	-5%	6%[2.29 µM]	/	/	-20%	/	-5%
12-hLO inh	-12%	-5%	8%	0%	-4%	-3%	-3%	-7%

Whole records as entered above:
Cc1cccc(N2CCN(C(=O)c3ccc(N4CCCC4=O)cc3)CC2)c1C as listed: PNC assembly inh: ?; IMPase inh: 7; 15-hLO-2 inh: -5%; 12-hLO inh: -5%
Cc1cccc(-n2ncc(C#N)c2-n2cccc2)c1 as listed: PNC assembly inh: 11; IMPase inh: 3; 15-hLO-2 inh: -5%; 12-hLO inh: -7%
Oc1ccc2cccnc2c1 as listed: PNC assembly inh: -30; IMPase inh: -7; 15-hLO-2 inh: 6%[2.29 µM]; 12-hLO inh: 8%

The listing continues.
9: Cc1ccc(C)c(N2CCN(C(=O)C3CCN(S(=O)(=O)c4cccc5nsnc45)CC3)CC2)c1
10: CCc1nc(NC2CCCCC2)c(C#N)c2c1COC(C)(C)C2
11: CCOC(=O)c1ccc(NC(=S)N(CCCN2CCCCC2)Cc2ccco2)cc1
12: COC(=O)[C@H](CCSC)NC(=O)Nc1ccc(C(C)=O)cc1
13: CC1CCN(C(=O)CNS(=O)(=O)c2ccc(Br)s2)CC1
14: O=C(N/N=C/c1ccc[nH]1)c1cccc(Br)c1
15: Cc1cc(C(F)F)n2nc(C(=O)Nc3c(F)cc(F)cc3Br)nc2n1
16: O=C(CSc1nnc2n(C3CCCCC3)c(=O)c3ccccc3n12)OC1CCCCC1

entry no.	9	10	11	12	13	14	15	16
PNC assembly inh	44	-18	?	?	-24	?	-28	3
IMPase inh	-3	2	/	4	2	/	-1	2
15-hLO-2 inh	-13%	8%	/	1%	-5%	/	2%	6%
12-hLO inh	0%	-4%	2%	-1%	-11%	-1%	2%	4%

17: Cc1cccc(NC(=O)COC(=O)Cc2cccc(C(F)(F)F)c2)c1C
18: O=C(NCc1ccco1)c1cccnc1Cl
19: Oc1c(Br)cc(Br)cc1C=Nc1ccc2c(c1)OCO2
20: COc1ccc2[nH]c(=O)c(CN(C(=O)c3cccnc3)c3ccccc3)cc2c1
21: COc1ccc(C(=O)Nc2ccc(S(=O)(=O)Nc3nccnc3OC)cc2)cc1
22: Cc1nc(CNS(=O)(=O)c2cc(C)c(C)cc2C)cs1
23: Cc1cccc(C)c1-n1c(C)cc(/C=N/NC(N)=S)c1C
24: Cc1ccccc1-n1nc(C)c2c1N=C1C(Cl)=CC(Cl)=CN1C2c1ccc(C(=O)O)cc1 (stereo not given)

entry no.	17	18	19	20	21	22	23	24
PNC assembly inh	42	-11	?	-12	-27	-23	21	68
IMPase inh	-2	/	/	2	-2	-5	10	/
15-hLO-2 inh	/	/	/	-2%	5%	3%	20µM*	/
12-hLO inh	0%	-4%	-2%	4%	3%	-16%	?	1%

25: O=c1c2ccccc2ncn1-c1cccc(Cl)c1
26: Cc1ccn2cc(C(=O)Nc3nnc(C)s3)nc2c1
27: Cc1ccc(C2CC(C(F)(F)F)n3ncc(C(N)=O)c3N2)cc1 (stereo not given)
28: C=CCONC(=O)c1cc(OCC(F)(F)F)ccc1OCC(F)(F)F
29: CCC(=O)O[C@@]1(C(=O)CCl)C(C)CC2C3CCC4=CC(=O)C=C[C@@]4(C)[C@]3(F)C(O)C[C@]21C (stereo not given in full)
30: COC(=O)c1cccc(COC(=O)c2ccc(N(C)C)cc2)c1
31: CCSc1nc(=S)n(-c2ccccc2)c(C)c1C(C)=O
32: CCc1cccc2c(N=O)c(O)[nH]c12

entry no.	25	26	27	28	29	30	31	32
PNC assembly inh	?	23	9	-2	/	?	-24	?
IMPase inh	7	7	3	1	/	1	7	5
15-hLO-2 inh	/	20%	4%	/	-5%	/	-7%	/
12-hLO inh	-3%	3%	-9%	0%	-2%	4%	1%	-2%

A draw from above in order of heavy-atom count, smallest number first.
12: COC(=O)[C@H](CCSC)NC(=O)Nc1ccc(C(C)=O)cc1
28: C=CCONC(=O)c1cc(OCC(F)(F)F)ccc1OCC(F)(F)F
9: Cc1ccc(C)c(N2CCN(C(=O)C3CCN(S(=O)(=O)c4cccc5nsnc45)CC3)CC2)c1

entry no.	12	28	9
PNC assembly inh	?	-2	44
IMPase inh	4	1	-3
15-hLO-2 inh	1%	/	-13%
12-hLO inh	-1%	0%	0%

(list continues)
33: Cc1ccc(NC(=O)CN2C(=O)C3CCCCN3C(=O)c3ccccc32)cc1 (stereo not given)
34: C=CCOC(=O)c1[nH]c2c(c1C)C(=O)CC(c1cc(OC)c(OC)c(OC)c1)C2 (stereo not given)
35: COc1ccc(C(=O)N/N=C(\C)Cn2nc([N+](=O)[O-])cc2C)cc1
36: CCOC(=O)N1CCN(c2c(NCC3CCCO3)c(=O)c2=O)CC1 (stereo not given)
37: COc1ccc(-c2nnc(N(C)C(=O)c3ccno3)s2)cc1
38: Cc1ccc(-c2noc(-c3cc4ccccc4oc3=O)n2)cc1
39: O=C(N/N=C\C=C\c1ccc2c(c1)OCO2)C1COc2cc3ccccc3cc2O1 (stereo not given)
40: COc1ccc(S(=O)(=O)Nc2cc(C(=O)NC(C)C)ccc2N2CCOCC2)cc1

entry no.	33	34	35	36	37	38	39	40
PNC assembly inh	20	-17	4	4	-11	?	-29	-5
IMPase inh	1	16	-6	7	-3	3	0	-2
15-hLO-2 inh	5%	/	-1%	8%	/	4%	-7%	-6%
12-hLO inh	-6%	-2%	-7%	-1%	-2%	4%	-4%	6%

41: Cc1ccc(NC(=O)/C(=C\c2ccccc2)NC(=O)/C=C/c2ccccc2)cc1
42: COc1ccc(CN(Cc2cc3cccc(C)c3[nH]c2=O)C(=O)N(C)C)cc1
43: CCOC(=O)c1cc(C(=O)OCC)cc(-n2c(C)cc(C(=O)CN3CCOCC3)c2C)c1
44: O=C(Cc1ccccc1)N/N=C\c1ccc(Br)o1
45: Cc1ccc(C2CC(=O)c3cnc(N4CCN(c5ccccc5)CC4)nc3C2)cc1 (stereo not given)
46: COc1ccc(OC)c(N(CC(=O)Nc2cccnc2)S(=O)(=O)c2ccc(OC)c(OC)c2)c1
47: O=C(NCCCN1CCOCC1)c1cc2c(=O)[nH]c3ccccc3c2s1
48: Cc1ccc(-c2nc(C)sc2CC(=O)Nc2cccc(C)c2C)cc1

entry no.	41	42	43	44	45	46	47	48
PNC assembly inh	?	32	?	-21	-9	-109*	43	?
IMPase inh	-4	-1	-5	10	0	-6	-8	2
15-hLO-2 inh	-9%	10%	-1%	4%	1%	-3%	/	/
12-hLO inh	-6%	3%	3%	-6%	-2%	0%	-1%	-2%

49: CC(=O)Nc1ccccc1NC(=O)c1cccc2ccccc12
50: COc1ccc(NC(=O)N2CC[C@@]3(CCCN(C(=O)c4csnn4)C3)C2)cc1
51: O=C(COC(=O)Cc1c(Cl)cccc1Cl)Nc1ccc(OC(F)(F)F)cc1
52: Nc1nnc(SCC(=O)N2CCc3ccccc32)n1-c1ccccc1
53: CCn1c2ccccc2c2nnc(NN)nc21
54: CCN(CC)S(=O)(=O)c1cc(C(=O)N(C)CC(=O)Nc2ccc(Cl)cc2)ccc1Cl
55: O=C(c1ccc(S(=O)(=O)N2CCCCC2)cc1)N1CCCc2ccccc21
56: Cc1ccc(NCCc2ccc(C)nc2)cc1

entry no.	49	50	51	52	53	54	55	56
PNC assembly inh	-23	/	27	?	30	9	-17	?
IMPase inh	/	/	/	-3	/	/	-6	8
15-hLO-2 inh	/	5%	/	4%	/	/	-6%	-5%
12-hLO inh	-1%	-1%	-1%	9%	-6%	-1%	-2%	6%

Three of the entries above in order of their number in IMPase inh, ascending.
55: O=C(c1ccc(S(=O)(=O)N2CCCCC2)cc1)N1CCCc2ccccc21
52: Nc1nnc(SCC(=O)N2CCc3ccccc32)n1-c1ccccc1
56: Cc1ccc(NCCc2ccc(C)nc2)cc1

entry no.	55	52	56
PNC assembly inh	-17	?	?
IMPase inh	-6	-3	8
15-hLO-2 inh	-6%	4%	-5%
12-hLO inh	-2%	9%	6%

Next part:
57: O=C(CSc1nnnn1C1CCCCC1)N1c2ccccc2Sc2ccccc21
58: O=C(Oc1ccccc1)c1ccc(NC(=O)c2ccco2)cc1
59: O=C(c1noc2c1CCCC2)N1CCN(Cc2ccccc2)CC1
60: CCCCn1c(-c2nonc2N)nc2ccccc21
61: Cc1ccc(/C=C/S(=O)(=O)N2CCC(C(=O)O)CC2)cc1
62: Cc1ccc(C(=O)N(c2c(C)n(C)n(-c3ccccc3)c2=O)C(C)C)cc1
63: O=C(Oc1cccc(NC(=O)c2ccco2)c1)c1cccc(S(=O)(=O)N2CCCC2)c1
64: O=C(NNS(=O)(=O)c1ccc(Cl)cc1)C1CCN(Cc2ccccc2)CC1

entry no.	57	58	59	60	61	62	63	64
PNC assembly inh	-26	43	31	3	-29	28	24	50
IMPase inh	4	/	6	-12	6	2	2	17
15-hLO-2 inh	-12%	/	-13%	7%	-8%	6%	-13%	/
12-hLO inh	-10%	0%	-4%	-3%	-4%	6%	2%	-14%

65: FC(F)(F)c1nnc(-c2ccccc2)nc1Oc1ccccc1
66: COc1ccc(C(=O)N2c3ccc(F)cc3CCC2C)cc1OC (stereo not given)
67: CCOC(=O)NCc1ccc2c(c1)OCO2
68: Cn1c(=O)c2c(n(Cc3ccccc3)c1=O)NC(=O)C2CC(=O)N1CCc2ccccc2C1 (stereo not given)
69: COc1ccc(-c2[nH]nc3oc(=O)cc(C)c23)cc1
70: Cc1ccsc1/C=C(\C#N)C(=O)Nc1c(C)n(C)n(-c2ccccc2)c1=O
71: N/C(=N\OC(=O)COc1ccccc1)c1ccccn1
72: Cc1cc2c(c(=O)n1CCN(C)C)C(c1ccc(Cl)cc1)C(C#N)=C(N)O2 (stereo not given)

entry no.	65	66	67	68	69	70	71	72
PNC assembly inh	24	15	?	?	?	?	?	20
IMPase inh	7	4	0	5	-12	8	/	-11
15-hLO-2 inh	9%	-3%	2%	?	1%	/	/	2%
12-hLO inh	2%	-2%	-7%	-5%	-10%	9%	-1%	-6%

73: O=C(NCc1ccccn1)NC1CCCCC1
74: CCc1ccc(NC(=O)Cc2cn(C)c3ccccc23)cc1
75: COc1ccccc1NCCC(=O)OCC(=O)NCc1ccco1
76: CN1/C(=C\C(=O)c2cccs2)C(C)(C)c2ccccc21

entry no.	73	74	75	76
PNC assembly inh	6	1	?	-16
IMPase inh	/	-6	-1	/
15-hLO-2 inh	/	11%	-13%	/
12-hLO inh	3%	0%	-5%	-2%
